Bioassay records as filed in PubChem.
BioA inh – inhibitors of Mycobacterium tuberculosis BioA enzyme | purified M. tuberculosis BioA enzyme, plate reader | inhibition, % at 9.99 µM | 360,000 compounds, 0.096% hits | AID 602481; in the data active = inhibition above about 40%
The depositor's hits bear a star. The list is partial; the hit share may differ from the screen's.

SMILES	BioA inh
CO[C@@H](CN(C)C(=O)c1ccc2c(c1)OCO2)[C@H](C)CN([C@H](C)CO)S(=O)(=O)c1ccc(C)cc1	3.4
C[C@H](CO)N1C[C@H](C)[C@@H](CN(C)Cc2ccc(Oc3ccccc3)cc2)Oc2ccc(NC(=O)CCCN(C)C)cc2CC1=O	5.7
CC=Cc1ccc2n(c1=O)C[C@@H]1[C@@H](CO)[C@H](C(=O)OC)N(CCc3ccccc3)[C@H]21 (mixture of isomers)	1.7
Cc1noc(C)c1NC(=O)Nc1ccc2c(c1)CC(=O)N([C@H](C)CO)C[C@H](C)[C@@H](CN(C)Cc1ccc(C(F)(F)F)cc1)O2	0.2
CCC(=O)N[C@H]1CC[C@@H](CCNC(=O)Nc2ccc(F)cc2)O[C@@H]1CO	-0.8
C[C@@H]1CN([C@@H](C)CO)C(=O)c2cc(NS(=O)(=O)c3ccccc3)ccc2O[C@@H]1CN(C)S(=O)(=O)c1cccs1	-0.7
C[C@@H]1CN([C@@H](C)CO)C(=O)c2cc(NS(=O)(=O)c3cn(C)cn3)ccc2O[C@@H](C)CCCCO[C@@H]1CN(C)Cc1ccc(C(F)(F)F)cc1	7.0
COc1cccc(S(=O)(=O)Nc2ccc3c(c2)C(=O)N(C)[C@H]2CC[C@H](CC(=O)O)O[C@@H]2CO3)c1	-1.1
COc1ccc(NC(=O)Nc2ccc3c(c2)C(=O)N([C@@H](C)CO)C[C@@H](C)[C@@H](CN(C)C(=O)NC2CCCCC2)OCCCC[C@H](C)O3)cc1	2.1
CC(C)NC(=O)Nc1ccc2c(c1)C(=O)N([C@@H](C)CO)C[C@H](C)[C@H](CN(C)C(=O)C1CCCCC1)OCCCC[C@H](C)O2	0.4
O=C(Nc1cccc(Cl)c1)N[C@H]1CC[C@H](CCNC(=O)C2CCCCC2)O[C@H]1CO	-1.4
C[C@@H]1CN([C@H](C)CO)C(=O)c2cc(/C=C/c3ccccc3)cnc2O[C@@H]1CN(C)C(=O)c1ccc(F)cc1	0.7
COc1cccc(NC(=O)N(C)C[C@H]2OCc3ccccc3-c3c(n(C)c4ccccc34)C(=O)N([C@@H](C)CO)C[C@@H]2C)c1	0.8
CCCNC(=O)C[C@@H]1CC[C@@H]2[C@H](COc3ccc(NC(=O)c4cccc(C(F)(F)F)c4)cc3C(=O)N2C)O1	0.0
C[C@@H]1CN([C@H](C)CO)C(=O)c2cccc(NC(=O)Nc3ccc4c(c3)OCO4)c2O[C@H]1CN(C)C(=O)Nc1ccc(C(F)(F)F)cc1	-0.6
C[C@@H]1CN([C@@H](C)CO)C(=O)c2cc(NC(=O)CCCN(C)C)ccc2O[C@@H](C)CCCCO[C@H]1CN(C)C(=O)Cc1ccccc1	2.3
CS(=O)(=O)N1CCCCN2[C@H](C1)[C@H](c1ccc(Br)cc1)[C@@H]2CO	-6.8
CCCNC(=O)N[C@H]1CC[C@@H](CCn2cc(C3CCCCC3)nn2)O[C@H]1CO	-1.6
C[C@@H]1CCCCO[C@H](CN(C)S(=O)(=O)c2ccccc2)[C@@H](C)CN([C@@H](C)CO)C(=O)c2cc(NC(=O)Nc3ccc4c(c3)OCO4)ccc2O1	-1.2
O=C(C[C@@H]1CC[C@H]2[C@@H](COC[C@H](O)CN2S(=O)(=O)c2cccc(F)c2)O1)NCCCN1CCOCC1	0.3

12 entries from above, in markdown.
| Structure | BioA inh |
| --- | --- |
| COc1ccc(NC(=O)Nc2ccc3c(c2)C(=O)N([C@@H](C)CO)C[C@@H](C)[C@@H](CN(C)C(=O)NC2CCCCC2)OCCCC[C@H](C)O3)cc1 | 2.1 |
| CC(C)NC(=O)Nc1ccc2c(c1)C(=O)N([C@@H](C)CO)C[C@H](C)[C@H](CN(C)C(=O)C1CCCCC1)OCCCC[C@H](C)O2 | 0.4 |
| O=C(Nc1cccc(Cl)c1)N[C@H]1CC[C@H](CCNC(=O)C2CCCCC2)O[C@H]1CO | -1.4 |
| C[C@@H]1CN([C@H](C)CO)C(=O)c2cc(/C=C/c3ccccc3)cnc2O[C@@H]1CN(C)C(=O)c1ccc(F)cc1 | 0.7 |
| COc1cccc(NC(=O)N(C)C[C@H]2OCc3ccccc3-c3c(n(C)c4ccccc34)C(=O)N([C@@H](C)CO)C[C@@H]2C)c1 | 0.8 |
| CCCNC(=O)C[C@@H]1CC[C@@H]2[C@H](COc3ccc(NC(=O)c4cccc(C(F)(F)F)c4)cc3C(=O)N2C)O1 | 0.0 |
| C[C@@H]1CN([C@H](C)CO)C(=O)c2cccc(NC(=O)Nc3ccc4c(c3)OCO4)c2O[C@H]1CN(C)C(=O)Nc1ccc(C(F)(F)F)cc1 | -0.6 |
| C[C@@H]1CN([C@@H](C)CO)C(=O)c2cc(NC(=O)CCCN(C)C)ccc2O[C@@H](C)CCCCO[C@H]1CN(C)C(=O)Cc1ccccc1 | 2.3 |
| CS(=O)(=O)N1CCCCN2[C@H](C1)[C@H](c1ccc(Br)cc1)[C@@H]2CO | -6.8 |
| CCCNC(=O)N[C@H]1CC[C@@H](CCn2cc(C3CCCCC3)nn2)O[C@H]1CO | -1.6 |
| C[C@@H]1CCCCO[C@H](CN(C)S(=O)(=O)c2ccccc2)[C@@H](C)CN([C@@H](C)CO)C(=O)c2cc(NC(=O)Nc3ccc4c(c3)OCO4)ccc2O1 | -1.2 |
| O=C(C[C@@H]1CC[C@H]2[C@@H](COC[C@H](O)CN2S(=O)(=O)c2cccc(F)c2)O1)NCCCN1CCOCC1 | 0.3 |

Continued.
SMILES	BioA inh
Cc1ccc(S(=O)(=O)Nc2ccc3c(c2)C(=O)N([C@@H](C)CO)C[C@@H](C)[C@@H](CN(C)C(=O)c2ccncc2)OCCCC[C@@H](C)O3)cc1	1.7
COc1cccc(NC(=O)Nc2ccc3c(c2)C(=O)N(C)C[C@@H](OC)[C@H](C)CN(CCC(F)(F)F)[C@H](C)CO3)c1	-3.9
CC(C)NC(=O)N(C)C[C@H]1Oc2c(NC(=O)Nc3ccc(F)cc3)cccc2C(=O)N([C@@H](C)CO)C[C@H]1C	-2.8
Cc1ccc(-c2ccc3c(c2)O[C@@H](CN(C)Cc2ccncc2)[C@H](C)CN([C@@H](C)CO)S3(=O)=O)cc1	1.7
Cc1noc(C)c1NC(=O)Nc1ccc2c(c1)C(=O)N([C@@H](C)CO)C[C@@H](C)[C@@H](CN(C)S(=O)(=O)c1ccc(Cl)cc1)OCCCC[C@H](C)O2	-1.4
COc1ccc(NC(=O)N(C)C[C@H]2OCCCC[C@H](C)Oc3ccc(NS(=O)(=O)c4ccc(C)cc4)cc3C(=O)N([C@@H](C)CO)C[C@H]2C)cc1	-4.1
Cc1ccc(-c2cnc3c(c2)C(=O)N([C@@H](C)CO)C[C@@H](C)[C@@H](CN(C)S(C)(=O)=O)O3)cc1	-1.3
C[C@@H]1CN([C@@H](C)CO)C(=O)c2cc(C#CCC3CCCC3)cnc2O[C@@H]1CN(C)Cc1ccccn1	-2.7
CC(C)NC(=O)Nc1ccc2c(c1)C(=O)N([C@H](C)CO)C[C@H](C)[C@@H](CN(C)Cc1ccccc1)OCCCC[C@H](C)O2	1.2
C[C@@H]1CN([C@H](C)CO)C(=O)c2cccc(NC(=O)Nc3ccc(F)cc3)c2O[C@@H]1CN(C)C(=O)Nc1cccc2ccccc12	0.5
Cc1nc(S(=O)(=O)N[C@@H]2CCN(Cc3ccc(OCCO)cc3)C2)cn1C	-3.4
C[C@H](CO)N1C[C@H](C)[C@@H](CN(C)Cc2cccnc2)Oc2ncc(C#Cc3ccccn3)cc2C1=O	4.1
Cc1noc(C)c1S(=O)(=O)N(C)C[C@@H]1OCCCC[C@@H](C)Oc2ccc(N(C)C)cc2C(=O)N([C@H](C)CO)C[C@H]1C	-2.0
O=C([C@@H]1[C@@H](CO)[C@@H]2Cn3c(ccc(C4=CCCCC4)c3=O)[C@H]1N2Cc1nccs1)N1CCOCC1	5.5
CCC(=O)N1CCCCN2[C@@H](CO)[C@@H](c3ccc(C#Cc4ccccc4F)cc3)[C@@H]2C1	-0.4
COc1ccc(-c2ccc3c(c2)O[C@H](CN(C)Cc2cccnc2)[C@@H](C)CN([C@H](C)CO)S3(=O)=O)cc1	-4.5
COc1ccc(NC(=O)N(C)C[C@@H]2OCCCC[C@@H](C)Oc3ccc(NC(=O)Nc4ccccc4)cc3C(=O)N([C@@H](C)CO)C[C@H]2C)cc1	0.7
C[C@H](O)C#Cc1ccc2c(c1)O[C@@H](CN(C)CC1CCOCC1)[C@H](C)CN([C@@H](C)CO)S2(=O)=O	-1.5
C[C@@H]1CN([C@@H](C)CO)C(=O)Cc2cc(NC(=O)NC3CCCCC3)ccc2O[C@@H]1CN(C)CC1CCCCC1	-1.7
CC(=O)Nc1ccc2c(c1)C(=O)N(C)[C@H]1CC[C@@H](CC(=O)Nc3cn(C)nc3C)O[C@H]1CO2	2.0
C[C@H](CO)N1C[C@H](C)[C@@H](CN(C)S(=O)(=O)c2ccc(F)cc2)Oc2cc(C#Cc3ccncc3)ccc2S1(=O)=O	-0.9
C[C@H](CO)N1C[C@H](C)[C@@H](CN(C)C(=O)c2ccc(F)cc2)Oc2ncc(C#CCN(C)C)cc2C1=O	-0.6
C[C@H]1CCCCO[C@H](CN(C)CC2CC2)[C@@H](C)CN([C@@H](C)CO)C(=O)c2cc(NC(=O)C3CCCCC3)ccc2O1	-0.6
C[C@@H](O)C#Cc1ccc2c(c1)O[C@@H](CN(C)Cc1cccnc1)[C@@H](C)CN([C@@H](C)CO)S2(=O)=O	5.8
C[C@H](CO)N1C[C@H](C)[C@@H](CN(C)Cc2ccncc2)Oc2ccc(NC(=O)CCCN(C)C)cc2CC1=O	0.4
Cc1ccc(S(=O)(=O)Nc2cccc3c2O[C@H](CN(C)C)[C@@H](C)CN([C@H](C)CO)C3=O)cc1	0.9
C[C@@H]1CN([C@H](C)CO)C(=O)c2cc(Br)cnc2O[C@@H]1CN(C)C(=O)c1cccnc1	0.8
Cc1cc(C(=O)Nc2ccc3c(c2)C(=O)N(C)[C@@H]2CC[C@H](CC(=O)O)O[C@H]2CO3)no1	27
COc1ccccc1CNC(=O)C[C@H]1CC[C@@H](NC(C)=O)[C@@H](CO)O1	-0.3
N#C[C@@H]1[C@H](c2ccccc2)[C@H](CO)N1C(=O)Cc1ccccc1	-1.4
COc1ccc(S(=O)(=O)Nc2ccc3c(c2)CC(=O)N([C@H](C)CO)C[C@@H](C)[C@@H](CN(C)Cc2ccc(Cl)c(Cl)c2)O3)cc1	-2.7
N#C[C@H]1[C@@H](c2ccc(C3=CCCC3)cc2)[C@H](CO)N1C(=O)c1ccccn1	-0.9
C[C@H]1CN([C@@H](C)CO)C(=O)c2cc(C#Cc3ccccc3F)cnc2O[C@H]1CN(C)C(=O)C1CC1	1.4
COc1ccc(-c2ccc([C@H]3[C@@H](C#N)N(C(=O)C4CCC4)[C@@H]3CO)cc2)cc1	4.1
COc1ccc(CN2C[C@H](O)COC[C@@H]3O[C@H](CC(=O)N(C)C)CC[C@H]32)cc1	-0.3
CN1C(=O)c2cc(NC(=O)c3cscn3)ccc2OC[C@@H]2O[C@@H](CC(=O)N3CCCCC3)CC[C@H]21	-0.7
C[C@@H]1CN([C@@H](C)CO)C(=O)c2cc(NC(=O)Nc3ccc(C(F)(F)F)cc3)ccc2O[C@H]1CN(C)Cc1ccccc1	-1.9
C[C@H]1CN([C@@H](C)CO)C(=O)c2cccc(NC(=O)C3CC3)c2O[C@@H]1CN(C)C	-2.0
CCN(C[C@@H]1N[C@H](CO)[C@H]1c1ccc(C2=CCCC2)cc1)C(=O)c1ccncc1	-2.6
C[C@@H]1CCCCO[C@H](CN(C)S(C)(=O)=O)[C@@H](C)CN([C@H](C)CO)C(=O)c2cc(NS(=O)(=O)c3cn(C)cn3)ccc2O1	0.2
CO[C@@H](C(=O)N(C)C[C@@H]1OCc2ccccc2-c2ccccc2C(=O)N([C@H](C)CO)C[C@@H]1C)c1ccccc1	-1.3
COc1ccc([Si](C)(C)[C@@H]2[C@@H](CCO)O[C@]3(C(=O)N(Cc4cccc(N5CCCCC5=O)c4)c4ccccc43)[C@H]2C)cc1	0.5
COCC#Cc1cnc2c(c1)C(=O)N([C@H](C)CO)C[C@H](C)[C@H](CN(C)C(=O)NC1CCCC1)O2	4.8
CNC(=O)C[C@H]1CC[C@@H]2[C@H](COc3ccc(NC(=O)Nc4cccc(Cl)c4)cc3C(=O)N2C)O1	19
CCNC(=O)C[C@@H]1CC[C@@H]2[C@H](COc3ccc(NC(=O)c4cc(C)on4)cc3C(=O)N2C)O1	1.4
O=C(c1ccccn1)N1CC[C@@H]2[C@H](CO)Nc3ccc(C#Cc4cccnc4)cc3[C@@H]21	0.0
CC(C)NC(=O)Nc1ccc2c(c1)C(=O)N([C@@H](C)CO)C[C@@H](C)[C@H](CN(C)C(=O)NC(C)C)OCCCC[C@@H](C)O2	0.5
C[C@@H]1CCCCO[C@@H](CN(C)C(=O)Nc2ccc(F)cc2)[C@@H](C)CN([C@H](C)CO)C(=O)c2cc(NC(=O)Nc3ccccc3)ccc2O1	-0.8
COCC(=O)N(C)C[C@H]1Oc2cc(C#CC(C)C)ccc2S(=O)(=O)N([C@H](C)CO)C[C@@H]1C	13
CNC(=O)C[C@@H]1CC[C@@H]2[C@H](COC[C@H](O)CN2C(=O)Nc2ccc(Cl)c(Cl)c2)O1	0.0
C[C@@H]1CCCCO[C@@H](CN(C)C(=O)Nc2ccccc2)[C@H](C)CN([C@@H](C)CO)C(=O)c2cc(NS(C)(=O)=O)ccc2O1	2.6
COc1ccccc1CNC(=O)C[C@@H]1CC[C@@H]2[C@H](COC[C@H](O)CN2C(=O)Nc2ccccc2)O1	0.0
CCCNC(=O)Nc1ccc2c(c1)OC[C@@H](C)N(Cc1cccnc1)C[C@@H](C)[C@H](OC)CN(C)C2=O	-0.6
C[C@H]1CN([C@@H](C)CO)C(=O)c2cc(-c3ccccc3F)cnc2O[C@@H]1CN(C)C(=O)C1CCC1	5.8
C[C@@H]1CN([C@H](C)CO)C(=O)c2cccc(NC(=O)NC3CCCCC3)c2O[C@H]1CN(C)C(=O)Nc1cccc2ccccc12	0.4
CO[C@@H]1CN(C)C(=O)c2cc(NC(=O)C3CCCCC3)ccc2OC[C@@H](C)N(C)C[C@H]1C	-4.7
CNC[C@@H]1OCCCC[C@H](C)Oc2ccc(NS(=O)(=O)c3cccs3)cc2C(=O)N([C@H](C)CO)C[C@@H]1C	-0.1
C[C@H](CO)N1C[C@H](C)[C@H](CN(C)S(=O)(=O)c2ccccc2)Oc2ccc(NC(=O)C3CC3)cc2CC1=O	0.5
COc1ccccc1-c1cnc2c(c1)C(=O)N([C@@H](C)CO)C[C@H](C)[C@H](CN(C)Cc1cccc(F)c1)O2	5.7
